APP transl inh = inhibitors of APP translation via 5'UTR reporter, primary screen, APP 5'UTR luciferase, SH-SY5Y cells; SH-SY5Y APP 5'UTR-luciferase reporter, luminescence; 0.82% of 190,000 active; inhibition, % at 2 µM;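 active = inhibition above a set limit, derived from the sample mean plus 3 SD, cut at about 45% in these data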; note: values of inactives mirror those of a sister screen read the other way
APP 5'UTR act = activators of APP 5'UTR luciferase reporter, primary screen, SH-SY5Y cells | SH-SY5Y APP 5'UTR luciferase reporter, luminescence; zero percent = DMSO vehicle wells | 1% of 190,000 active | AID 1276, 2008 | activation, % at 2 µM;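 active = activation above a set limit, based on mean plus 3 SD of controls, cut at about 140% in these data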; note: values of inactives mirror those of a sister screen read the other way
FLuc inhib CS = firefly luciferase enzyme inhibitors, primary screen, artefact control for luciferase-based inhibitor screens, biochemical, luminescence, ATPLite. Luciferin 4-monooxygenase (Photinus pyralis), P08659. 10 min. inhibition, % at 10 µM. 1.5% of 200,000 active. AID 1006, 2008;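 active = inhibition above about 50% when tested at 10 µM, limit read from the data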
TLR4-MyD88 BLA = inhibitors of TLR4-MyD88 association in cells, primary screen, cell-based, HeLa CL3-4, BLA complementation, FRET ratio; Toll-like receptor 4 (Homo sapiens) + Myeloid differentiation primary response protein …; HeLa CL3-4 TLR4/MyD88 BLA complementation; inhibition, % at 8.4 µM; 0.18% of 200,000 active; AID 861, 2007; in the data active = inhibition above about 25%;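 note: 0% = vehicle and 100% = reference inhibitor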
Target sequence (O00206 whole entry, looked up): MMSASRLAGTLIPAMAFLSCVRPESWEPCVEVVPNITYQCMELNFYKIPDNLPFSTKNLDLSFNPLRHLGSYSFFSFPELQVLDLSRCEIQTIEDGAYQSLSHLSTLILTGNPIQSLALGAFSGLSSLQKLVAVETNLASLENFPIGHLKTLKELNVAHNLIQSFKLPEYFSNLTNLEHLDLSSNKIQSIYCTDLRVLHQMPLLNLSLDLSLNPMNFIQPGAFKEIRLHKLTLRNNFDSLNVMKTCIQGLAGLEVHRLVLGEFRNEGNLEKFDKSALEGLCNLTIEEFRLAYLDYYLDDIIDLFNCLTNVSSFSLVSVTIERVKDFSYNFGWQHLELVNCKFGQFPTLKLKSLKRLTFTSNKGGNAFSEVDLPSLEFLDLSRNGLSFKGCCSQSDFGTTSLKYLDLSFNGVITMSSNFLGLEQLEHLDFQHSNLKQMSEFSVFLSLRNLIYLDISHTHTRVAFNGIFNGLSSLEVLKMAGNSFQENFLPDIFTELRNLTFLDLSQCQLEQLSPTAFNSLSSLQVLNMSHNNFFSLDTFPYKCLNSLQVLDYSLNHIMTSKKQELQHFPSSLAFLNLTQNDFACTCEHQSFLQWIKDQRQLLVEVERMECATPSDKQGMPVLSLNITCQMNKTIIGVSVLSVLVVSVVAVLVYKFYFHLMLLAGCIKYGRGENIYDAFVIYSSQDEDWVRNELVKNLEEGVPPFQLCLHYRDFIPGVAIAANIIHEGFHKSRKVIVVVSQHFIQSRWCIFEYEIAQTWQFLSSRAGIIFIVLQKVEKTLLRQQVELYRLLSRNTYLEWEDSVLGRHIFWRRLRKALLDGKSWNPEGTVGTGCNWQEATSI
Target sequence (Q99836 whole entry, looked up): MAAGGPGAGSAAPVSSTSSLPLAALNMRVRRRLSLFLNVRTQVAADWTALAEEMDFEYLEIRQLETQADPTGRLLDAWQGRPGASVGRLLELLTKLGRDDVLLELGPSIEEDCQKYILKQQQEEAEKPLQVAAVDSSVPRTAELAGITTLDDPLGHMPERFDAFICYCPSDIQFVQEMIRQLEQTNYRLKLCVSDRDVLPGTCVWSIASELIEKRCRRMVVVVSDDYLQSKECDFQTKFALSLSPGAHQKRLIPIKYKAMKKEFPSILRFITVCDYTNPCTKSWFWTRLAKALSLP
Diaphorase act = compounds boosting diaphorase resazurin reduction – biochemical, uHTS, resorufin fluorescence, counter-screen for diaphorase-coupled primary assays, primary screen | 0.005% of 190,000 active | activation factor at 20 µM | Diaphorase/resazurin coupled assay, 16 min; active compounds read high; 1 = vehicle wells, 0 = NADH-free wells;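 active = diaphorase activity raised at least twofold by the compound at 20 µM; inactive = activation factor below 2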
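Test system: Clostridium kluyveri diaphorase, purified enzyme. Buffer or medium: 50 mM HEPES pH 7.4 buffer plus MgCl2 and Tween 20. Also added: 0.114 mM NADH and 0.1 mM resazurin, final amounts. Dosing: compound 20 µM once, DMSO 1%. Schedule: 16 min enzyme reaction, ambient temperature. Detection: fluorescence of resorufin, 544 nm excitation, 590 nm emission.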
STAT1 activator = STAT1 signaling activators, primary screen, cell-based, HTS, luciferase reporter; 2.6% of 200,000 active; activation (% of control), % at 5.5 µM; NIH 3T3 STAT1-luciferase reporter, IFN-gamma, luminescence; 100% = IFN-gamma alone, no compound;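 active = activation above the screen-wide mean activation plus 3 SD, cut at about 130% in these data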;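 note: raw ratio to IFN-gamma control signal so 100% means no change and 0% no light; values of inactives mirror those of a sister screen read the other way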
FLuc act counter = FLuc activators, initial screening, artefact control for FLuc-dependent activation tests, biochemical, ATPlite luminescence; activation factor at 10 µM; 200,000 tested, under 10 active; ATPlite luciferase biochemical, 10 min; 0 = ATP-free wells, 1 = DMSO control;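 active = luciferase activation factor, scaled between plate controls, of at least 2 with compound at 10 µM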
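assay system = Luciferase/luciferin detection reagent, cell-free biochemical luciferase assay | also added = ATP substrate | times = 10 min post-reagent at room temperature | measured by = luminescence from luciferase reaction | measure = luciferase activation, seen as luminescence increase over controls | benchmarks = low control with PBS replacing ATP, high control enzyme plus ATP without compound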
NF-kB expr up = activators of NF-kB expression in neurons, primary screen, cell-based, HTS | human neuronal cells, NF-kB reporter expression; active compounds read high | fold change at 12.5 µM | 1.6% of 190,000 active; in the data active = fold change above about 3.3
Diaphorase inh = diaphorase inhibitors and chemical oxidizers, primary screen, counter-screen for diaphorase-coupled primary assays, biochemical, uHTS, resorufin fluorescence | inhibition, % at 20 µM | 0.69% of 190,000 active | diaphorase resazurin-to-resorufin fluorescence, NADH, 16 min; bacterial (C. kluyveri) enzyme, not human | AID 1217, 2008;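 active = primary screen inhibition at 20 µM above a set limit, cut at about 50% in these data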;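 note: plate controls were DMSO with full reaction for no effect and wells lacking NADH for full effect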
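System: Bacterial diaphorase enzyme (C. kluyveri) | Incubation: 16-min room-temperature incubation before reading | Benchmarks: No-NADH positive control and DMSO neutral control | Measured by: Resorufin fluorescence 544/590 nm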
G6PDH counter = L. mesenteroides G6PDH inhibitors, counter-screen for G6PDH-coupled screening assays, biochemical, Leuconostoc mesenteroides enzyme; Purified L. mesenteroides G6PDH, diaphorase/resazurin coupled fluorescence, 45 min; inhibition, % at 5 µM; glucose-6-phosphate dehydrogenase [Leuconostoc mesenteroides]; 0.12% of 200,000 active; in the data active = inhibition above about 50%
Starred values were filed as active, the others as inactive; / = not tested or not shown.

Start of the data: the first four records as a preview:
Sequence of screens: APP transl inh | APP 5'UTR act | FLuc inhib CS | TLR4-MyD88 BLA | Diaphorase act | STAT1 activator | FLuc act counter | NF-kB expr up | Diaphorase inh | G6PDH counter
COc1ccc(Cc2nnc(NC(=O)CSc3ccccc3)s2)cc1OC
→ 3 | -3 | -6 | -8 | 0.9 | 98 | 1.1 | 1.2 | 7 | -2
Cc1csc(Nc2ccc(Cl)cc2)n1
→ -47 | 47 | 8 | 0 | 1 | 138* | 0.9 | 2.3 | 3 | -1
COC(=O)c1ccccc1NC(=O)NCCc1ccccc1OC
→ -26 | 26 | 1 | -2 | 1 | 118 | 1 | 1.1 | -5 | 6
CCCCN1C(=O)c2ccc(C(=O)Nc3ccccc3N3CCOCC3)cc2C1=O
→ -4 | 4 | -1 | -11 | 0.8 | 102 | 1 | 0.99 | 20 | 0

The list itself, repeating the preview:
Sequence of screens: APP transl inh | APP 5'UTR act | FLuc inhib CS | TLR4-MyD88 BLA | Diaphorase act | STAT1 activator | FLuc act counter | NF-kB expr up | Diaphorase inh | G6PDH counter
COc1ccc(Cc2nnc(NC(=O)CSc3ccccc3)s2)cc1OC
→ 3 | -3 | -6 | -8 | 0.9 | 98 | 1.1 | 1.2 | 7 | -2
Cc1csc(Nc2ccc(Cl)cc2)n1
→ -47 | 47 | 8 | 0 | 1 | 138* | 0.9 | 2.3 | 3 | -1
COC(=O)c1ccccc1NC(=O)NCCc1ccccc1OC
→ -26 | 26 | 1 | -2 | 1 | 118 | 1 | 1.1 | -5 | 6
CCCCN1C(=O)c2ccc(C(=O)Nc3ccccc3N3CCOCC3)cc2C1=O
→ -4 | 4 | -1 | -11 | 0.8 | 102 | 1 | 0.99 | 20 | 0
COc1ccc(C(=O)NC2CCN(C(=S)Nc3ccc(C)cc3)CC2)cc1
→ -1 | 1 | -4 | -10 | 0.8 | 98 | 1 | 0.87 | 15 | 10
CCOC(=O)C1CCN(c2c(Nc3ccc4c(c3)OCCO4)c(=O)c2=O)CC1
→ -52 | 52 | -1 | -21 | 0.8 | 108 | 1 | 0.76 | 18 | 4
CN1CCN(C(=O)C2=C[C@H](C3CCCCC3)C[C@H](OCc3ccc(CO)cc3)O2)CC1
→ 19 | -19 | -2 | -6 | 0.9 | 101 | 1 | 1.1 | 14 | 10
CCCSc1nnc(CSc2nc3nc(C)cc(C)n3n2)o1
→ 1 | -1 | -3 | -6 | 0.9 | 98 | 1 | 1.1 | 9 | -3
Cc1ccc([C@@H]2C3COCC=C3C(C#N)=C(N)C2(C#N)C#N)o1 (some centres undefined)
→ 8 | -7 | -3 | 12 | 0.6 | 108 | 1 | 1 | 35 | 1
Cc1cc(C(=O)Nn2c(C)nc3ccccc3c2=O)ccc1[N+](=O)[O-]
→ -9 | 9 | -8 | -6 | 1 | 105 | 1.1 | 0.95 | 3 | -2
CCCOc1cccc(NC(=O)OC2CCN(C)CC2)c1
→ 20 | -20 | -2 | 2 | 0.9 | 107 | 1 | 1 | 5 | 6
CCCn1c(N)c(C(=O)CSc2nc3ccccc3n2CCC#N)c(=O)n(C)c1=O
→ -33 | 33 | -9 | -7 | 0.9 | 106 | 1.1 | 1 | 11 | 4
Cc1ccc(C(=O)c2cc3c(cc2N)OCCO3)cc1
→ -2 | 2 | -3 | 7 | 0.8 | 98 | 1 | 1.1 | 22 | -8
CCNC(=S)N1CCC(C(=O)c2ccc3c(c2)OCCO3)CC1
→ -4 | 4 | -3 | -3 | 0.9 | 99 | 1 | 1.4 | 6 | 0
CC(C)(C)[C@H]1C=C(C(=O)NC2CC2)O[C@@H](OCCCCO)C1
→ -3 | 3 | -1 | -16 | 0.8 | 99 | 1 | 1.2 | 20 | 15
O=C(N/N=C/c1cnc2ccccc2n1)c1cccc(F)c1
→ -20 | 20 | 4 | -11 | 0.7 | 121 | 1 | 1.2 | 25 | -7
CC(=O)Nc1cccc(C(=O)/C=C/c2ccc(/C=C/C(=O)c3cccc(NC(C)=O)c3)cc2)c1
→ 92* | -92 | -4 | 5 | 1 | 105 | 1 | 1.3 | 2 | -26
CCOC(=O)NC(=O)/C(C=Nc1ccc(Cl)cc1)=C(\C)O
→ 17 | -17 | -3 | -12 | 1 | 97 | 1 | 1.1 | -1 | -3
COc1ccc(-c2noc(CN(C)C3CCOCC3)n2)cc1
→ -14 | 14 | -8 | 8 | 0.8 | 106 | 1.1 | 1.3 | 16 | 13
Cc1cc(C(=O)COC(=O)C2=NNC(=O)CC2)c(C)n1-c1ccccc1
→ -12 | 12 | 64* | -4 | 1 | 97 | 0.4 | 0.96 | 0 | 3
CCOC(=O)C1CCN(C(=O)COc2ccc(N(C)S(=O)(=O)c3cccs3)cc2)CC1
→ 12 | -12 | -3 | 10 | 0.8 | 94 | 1 | 0.75 | 18 | 2
Cc1ccc(C)c(OCCCC(=O)Nc2nccs2)c1
→ -2 | 1 | -4 | 2 | 0.9 | 99 | 1 | 0.77 | 11 | 11
CCC(=O)Nc1ccc(C(=O)CSc2nnc(-c3ccc(O)cc3)n2CC2CCCO2)cc1OC (centres undefined)
→ -1 | 1 | -10 | 0 | 0.9 | 100 | 1.1 | 1 | 13 | 2
C#CC1(NC(=O)NC(C)C)CCCCC1
→ -11 | 11 | -11 | 2 | 1 | 101 | 1.1 | 1.3 | -2 | 3
CC(C)COCC1CC2(CC(C)C(=O)CC2=O)C(=O)O1 (centres undefined)
→ -7 | 7 | -2 | -2 | 0.9 | 102 | 1 | 1.2 | 9 | 2
CCOC(=O)/C=C/C(=O)Nc1ccccc1-c1ccccc1NC(=O)/C=C/C(=O)OCC
→ / | / | -9 | -4 | 0.9 | 98 | 1.1 | 0.93 | 8 | -12
O=C(CSCc1nc2ccccc2[nH]1)N1CCN(c2ccc(F)cc2)CC1
→ -15 | 15 | -4 | 6 | 0.9 | 83 | 1 | 0.81 | 12 | 3
Cc1ccc(/C=N/NC(=O)Nc2ccccc2)o1
→ -107 | 107 | 37 | 0 | 0.8 | 148* | 0.6 | 1.2 | 16 | 9
CC(Oc1ccc(-n2cnnn2)cc1)C(=O)O (centres undefined)
→ 7 | -7 | 1 | -6 | 1.1 | 102 | 1 | 1.2 | -6 | 4
Cn1c(SCC(=O)Nc2cccc(O)c2)nnc1-c1ccc(S(=O)(=O)N2CCOCC2)cc1
→ 7 | -7 | -2 | 8 | 0.9 | 105 | 1 | 1.3 | 10 | 2
O=C(/C=C/c1ccccc1)NNC(=O)C1CC1
→ 6 | -6 | -6 | 1 | 0.8 | 99 | 1.1 | 1.3 | 20 | 9
FC(F)(F)c1cc(Cl)c2nc(-c3ccccc3)cn2c1
→ -164 | 164* | 41 | -7 | 0.9 | 123 | 0.6 | 11* | 11 | 6
Cc1ccnc2nc(C(=O)Nc3cc(Cl)ccc3N3CCOCC3)nn12
→ 10 | -10 | -9 | 6 | 0.7 | 102 | 1.1 | 0.94 | 27 | 4
O=C(Oc1ccccc1)Oc1ccc2c(c1)oc(=O)c1ccccc12
→ -11 | 11 | -2 | 14 | 0.8 | 102 | 1 | 1.1 | 17 | -9
COc1ccc(-n2c(=O)c3c4c(sc3n(CC(=O)NCc3ccco3)c2=O)CCC4)c(OC)c1
→ 7 | -7 | -4 | 3 | 0.9 | 101 | 1 | 0.89 | 9 | 4
Cc1ccc(-n2c(-c3ccccc3)cc(/C=N/NC(=O)CC#N)c2-c2ccccc2)cc1
→ -11 | 11 | 1 | 7 | 1 | 104 | 1 | 0.89 | 0 | 6
CCOc1ccc(-c2csc(Cn3c(CN4CCN(C)CC4)nc4ccccc4c3=O)n2)cc1
→ -3 | 3 | -6 | -8 | 0.8 | 73 | 1.1 | 0.62 | 19 | -26
Cc1ccccc1NC(=O)c1c2c(nc3ccccc13)CCC2
→ 12 | -12 | -9 | -11 | 0.8 | 104 | 1.1 | 2 | 19 | 2
COc1ccc(C(=O)N/N=C/c2sc(N3CCOCC3)nc2-c2ccccc2)cc1OC
→ -9 | 9 | 2 | 3 | 0.9 | 84 | 1 | 0.53 | 11 | -2
Cc1sc2ccc3sccc3c2[n+]1C
→ 6 | -6 | -4 | 2 | 0.8 | 93 | 1 | 1.4 | 20 | 8
COc1ccc(C2(O)CC3CCC(C2)N3c2nc(C)cc(C)c2C#N)cc1 (centres undefined)
→ 0 | 0 | -4 | 3 | 0.8 | 98 | 1 | 1 | 23 | 28
O=C(OCC(F)(F)F)c1cccc(COc2ccc3ccccc3c2)c1
→ 44 | -44 | 3 | -8 | 0.9 | 19 | 1 | 8.1* | 11 | 2
Cc1nc(CNS(=O)(=O)c2ccc(Oc3ccccc3)cc2)cs1
→ 18 | -18 | -7 | -8 | 0.9 | 88 | 1.1 | 0.91 | 11 | 17
O=C(Nc1ccc(Cl)cn1)c1ccc([N+](=O)[O-])o1
→ 47* | -47 | -5 | 0 | 0.9 | 102 | 1.1 | 5.9* | 13 | 12
O=C(O)C1CCCCC1C(=O)Nc1ccccn1 (centres undefined)
→ 0 | 0 | -18 | -23 | 1 | 97 | 1.2 | 1 | -3 | 5
COc1ccc(N(C)S(=O)(=O)c2cccc(C(=O)NC3CCCC3)c2)cc1
→ -5 | 5 | -1 | 6 | 1 | 91 | 1 | 0.79 | 4 | 11
COc1ccc(OCCSc2nnc(C)n2-c2ccccc2)cc1
→ 7 | -7 | -4 | -14 | 0.9 | 101 | 1 | 1.1 | 14 | 2
Cc1csc(-c2cnn(-c3ccccc3)c2NC(=O)c2ccccc2)n1
→ 12 | -12 | -6 | -1 | 0.9 | 93 | 1.1 | 0.77 | 12 | -1
CC(=O)c1c(N2CCN(Cc3ccccc3)CC2)nc(=S)n(-c2ccccc2)c1C
→ 2 | -2 | -6 | -11 | 0.8 | 97 | 1.1 | 0.96 | 20 | -7
c1ccc(C2OC3c4cccc5cccc(c45)C3N2c2ccccc2)cc1 (centres undefined)
→ -2 | 2 | -9 | -5 | 0.8 | 104 | 1.1 | 1.5 | 21 | 3
Cc1ccc(C)c(NC(=O)CN(C)C(=O)c2cc3ccccc3o2)c1
→ -5 | 5 | 5 | 12 | 0.9 | 103 | 0.9 | 1.3 | 5 | 5
COc1ccc(NC(=O)C2CCCN2S(=O)(=O)c2ccc(F)cc2)cc1 (centres undefined)
→ 2 | -2 | -5 | -3 | 0.9 | 104 | 1.1 | 1.1 | 12 | 11

Assay outcomes deposited in PubChem BioAssay by several laboratories.
